Source: PubChem BioAssay
MITF inh = blocks human microphthalmia-associated transcription factor | O75030 | AlphaScreen MITF homodimerization, bead proximity signal | inhibition, % at 2.6 µM | actives 0.91% (n = 650,000) | AID 1259374; in the data active = inhibition above about 50%;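 note: 0% = vehicle wells with protein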
FBW7 act = activators of human E3 ligase FBW7. Q969H0. AlphaScreen FBW7–phospho-cyclin E peptide binding, activator screen. normalized activity (activation), % at 26.1 µM. actives 0.13% (n = 650,000). AID 1259310; in the data active = normalized activity above about 1.9%;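 note: purified mutant Fbw7 with reduced substrate affinity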
Target sequence (Q969H0 whole entry, looked up): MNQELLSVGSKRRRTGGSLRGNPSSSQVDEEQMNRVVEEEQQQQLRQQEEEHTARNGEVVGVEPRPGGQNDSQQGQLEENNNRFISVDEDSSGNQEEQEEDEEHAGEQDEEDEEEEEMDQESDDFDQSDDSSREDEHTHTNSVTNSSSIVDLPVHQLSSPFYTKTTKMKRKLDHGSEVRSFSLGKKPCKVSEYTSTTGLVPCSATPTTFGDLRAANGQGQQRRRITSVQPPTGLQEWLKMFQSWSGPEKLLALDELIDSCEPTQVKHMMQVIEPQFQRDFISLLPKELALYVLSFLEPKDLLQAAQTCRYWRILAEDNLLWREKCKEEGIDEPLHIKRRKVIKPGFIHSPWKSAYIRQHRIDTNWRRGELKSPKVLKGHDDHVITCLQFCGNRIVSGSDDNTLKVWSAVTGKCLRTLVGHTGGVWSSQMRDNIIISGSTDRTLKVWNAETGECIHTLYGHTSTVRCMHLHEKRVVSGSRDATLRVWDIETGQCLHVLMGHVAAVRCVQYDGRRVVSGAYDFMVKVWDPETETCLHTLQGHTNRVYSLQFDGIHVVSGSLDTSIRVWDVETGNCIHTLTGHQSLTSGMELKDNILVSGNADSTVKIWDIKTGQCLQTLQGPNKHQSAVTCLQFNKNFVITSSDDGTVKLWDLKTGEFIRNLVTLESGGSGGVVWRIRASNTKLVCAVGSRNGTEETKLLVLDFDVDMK
TEAD-YAP inh = TEAD-YAP interaction inhibition; actives 1.4% (n = 640,000); HEK-TIYL cells, TEAD-Gal4/YAP UAS-luciferase luminescence; inhibition, % at 9.12 µM; in the data active = inhibition above about 32%;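 note: 0% = median of test compound wells and 100% = reference inhibitor wells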
GPR151 activ = human GPR151 activation; activation, % at 11.2 µM; Q8TDV0; actives 1% (n = 650,000); PathHunter beta-arrestin GPR151 cells, luminescence; in the data active = activation above about 4.9%;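 note: 0% = median of compound wells and 100% = cells with positive control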
Numbers without * were called inactive.

canonical_smiles	MITF inh	FBW7 act	TEAD-YAP inh	GPR151 activ
CCCC(CCC)=NNC(=O)c1ccncc1	5	0.0	-4	-0.7
CN(C)c1cccc(C(=O)NC2CCCCCC2)c1	8	-0.1	-22	1.1
Cc1cc(Br)c(S(=O)(=O)N2CCN(C)CC2)cc1C	8	0.1	0	0.1
O=C1C2C3C=CC(C4CC34)C2C(=O)N1CC1CCCO1 (centres undefined)	-11	0.3	9	0.2
CC1(C)CC(=O)C(C2=NC(C)(C)Cc3ccccc32)=C(O)C1	1	0.0	10	-0.7
C=CCn1c(C)c(C(C)=O)c(SC)nc1=S	1	0.0	5	0.1
COC(=O)c1sc(=S)n(-c2cccc(C)c2C)c1N	6	0.0	3	1.0
COc1ccc(OCC(=O)O/N=C(\N)c2ccc(OC)c(OC)c2)cc1	-9	-0.3	7	8.2*
CC1CCCN(C(=O)C2CCN(Cc3ccc4c(c3)OCO4)CC2)C1 (centres undefined)	20	0.0	-9	1.8
COc1cc(C(=O)Nc2cccc(C(C)=O)c2)ccc1OCc1ccc(Cl)cc1	3	-0.2	-7	-0.3
Cc1ccc(/C=N/NC(=O)C2C3CCCCC32)cc1 (centres undefined)	-6	-0.1	-27	0.3
COC(=O)c1cccc(-c2ccc(/C=N/N3C(=O)C4C5C=CC(C6CC56)C4C3=O)o2)c1 (centres undefined)	4	0.1	-10	-0.5
O=C(NCc1ccccc1)c1cc(=O)c2ccccc2o1	-6	-0.1	6	0.1
CCOC(=O)c1c(C)n(C)c2ccc(OC(=O)NC(=O)C(F)(F)F)cc12	-2	0.0	-3	2.5
CCOC(=O)C1=C(C)N=c2s/c(=C\c3ccc(OCc4ccc([N+](=O)[O-])cc4)cc3)c(=O)n2C1c1cc(OC)ccc1OC (centres undefined)	-21	0.1	5	-0.6
c1ccc(C2CCC(N3CCN(Cc4ccccn4)CC3)CC2)cc1 (centres undefined)	68*	0.0	-1	-1.8
CC(=O)n1c(/C=C2\C=c3cccc(C)c3=NC2=O)c(O)[nH]c1=S	-13	0.0	-9	3.5
COc1cccc(OC)c1C(=O)N1CCCCC1C (centres undefined)	-1	-0.1	5	1.2
CN(CCNC(=O)CN1C(=O)CCSc2ccccc21)C1CCCCC1	-4	0.0	4	-2.0
Cc1csc(NC(=O)CSc2nnc(CNC(=O)c3ccco3)n2C)n1	-5	0.0	-6	1.3

Exported as labelled records: part of the list above
Cc1cc(Br)c(S(=O)(=O)N2CCN(C)CC2)cc1C
  MITF inh = 8
  FBW7 act = 0.1
  TEAD-YAP inh = 0
  GPR151 activ = 0.1

O=C1C2C3C=CC(C4CC34)C2C(=O)N1CC1CCCO1 (centres undefined)
  MITF inh = -11
  FBW7 act = 0.3
  TEAD-YAP inh = 9
  GPR151 activ = 0.2

CC1(C)CC(=O)C(C2=NC(C)(C)Cc3ccccc32)=C(O)C1
  MITF inh = 1
  FBW7 act = 0.0
  TEAD-YAP inh = 10
  GPR151 activ = -0.7

C=CCn1c(C)c(C(C)=O)c(SC)nc1=S
  MITF inh = 1
  FBW7 act = 0.0
  TEAD-YAP inh = 5
  GPR151 activ = 0.1

(list continues)
canonical_smiles	MITF inh	FBW7 act	TEAD-YAP inh	GPR151 activ
O=C(Nc1ccc(-c2nc3ccc(NC(=O)c4ccccc4F)cc3[nH]2)cc1)c1ccccc1F	-7	0.0	16	0.8
CCCCNC(=O)C1(S(=O)(=O)c2ccc(Cl)cc2)CC1	13	1.0	9	-0.2
Cc1cc(/C=C(/C#N)c2ccc(Br)cc2)c(C)n1-c1ccc([N+](=O)[O-])cc1	8	-0.3	-8	-0.7
O=C(CCCn1c(SCC(=O)NCc2ccccc2)nc2ccccc2c1=O)NCc1cccc(Cl)c1	-4	-0.1	-2	-0.6
COc1ccc(C(=O)NCCCc2ccccc2)cc1[N+](=O)[O-]	-2	-0.1	5	-0.6
CC1CC(C)(C)NC(=S)N1CCCC(=O)N1c2ccccc2CC1C (centres undefined)	16	-0.1	6	1.2
CC(=O)C(C)Oc1ccc2c3c(c(=O)oc2c1)CCCCC3 (centres undefined)	15	0.2	-41	1.1
COc1ccc(C(=O)Nc2ccc3oc(-c4cc(Br)ccc4Cl)nc3c2)cc1	2	0.1	1	-0.1
CC1CN(c2nc3c(c(=O)[nH]2)CCN(Cc2c(F)cccc2F)C3)CC(C)O1 (centres undefined)	12	0.6	16	-0.4
CCOC(=O)C(=O)Nc1ccc(N(C)C)cc1	-4	0.0	-6	-1.7
Cc1cccc(NC(=O)c2c(Br)sc3c2CCCC3)c1	-9	-0.1	-11	2.3
CCCCSc1nnc(NC(=O)CSc2nn3c(SCC(=O)Nc4nnc(SCCCC)s4)nnc3s2)s1	-1	0.0	3	-1.7
CCOc1ccc2c(c1)C(=O)C(=O)N2C(C)=O	11	0.1	3	-0.4
COc1ccc(/C=C/C(=O)N=C2N=C3C=CC(Cl)=CN3Cc3ccccc32)cc1OC	12	0.1	-15	-3.4
O=C(NCc1ccc(F)cc1)N1CCN(Cc2nnnn2-c2ccc(F)c(F)c2)CC1	-15	0.0	-3	-1.0
C=CCNC(=O)COC(=O)c1ccc(NC(=O)CC2SC(N3CCCC3)=NC2=O)cc1 (centres undefined)	19	0.4	-4	-0.2
CCOc1cc2c(cc1OCC)C(c1ccccc1C)NCC2 (centres undefined)	-4	-0.1	0	1.4
COC(=O)c1ccc(C(=O)Nc2c3c(nn2-c2ccccc2)CCC3)cc1	9	0.0	-4	-0.5
CN(Cc1ccccc1)C(=O)CCC1CCN(C(=O)CSc2ncccn2)CC1	5	0.1	-5	0.8
CC(C(=O)N(Cc1ccccc1)Cc1ccccc1)N(c1ccccc1)S(C)(=O)=O (centres undefined)	24	-0.2	6	-2.0

Ordered by molecular weight (low to high): some entries from above.
canonical_smiles	MITF inh	FBW7 act	TEAD-YAP inh	GPR151 activ
CCOc1ccc2c(c1)C(=O)C(=O)N2C(C)=O	11	0.1	3	-0.4
COC(=O)c1ccc(C(=O)Nc2c3c(nn2-c2ccccc2)CCC3)cc1	9	0.0	-4	-0.5
C=CCNC(=O)COC(=O)c1ccc(NC(=O)CC2SC(N3CCCC3)=NC2=O)cc1 (centres undefined)	19	0.4	-4	-0.2
O=C(Nc1ccc(-c2nc3ccc(NC(=O)c4ccccc4F)cc3[nH]2)cc1)c1ccccc1F	-7	0.0	16	0.8

Next part:
canonical_smiles	MITF inh	FBW7 act	TEAD-YAP inh	GPR151 activ
COc1ccc(C2Nn3c(C)nnc3SC2C(=O)Nc2cc(C)ccc2C)cc1 (centres undefined)	-2	0.0	-6	-0.5
COc1ccc(C2C(C(=O)N3CCC(Cc4ccccc4)CC3)c3ccccc3C(=O)N2C2CCCCC2)cc1 (centres undefined)	6	0.4	11	-1.7
CC1CCN(S(=O)(=O)c2ccc(-c3nnc(SCC(N)=O)o3)cc2)CC1	-5	0.0	-4	0.0
Cc1csc(C(C)NC(=O)CCC2(Cc3ccc4ccccc4c3)CCC(=O)N2)n1 (centres undefined)	3	-0.1	13	-1.0
CCCN(CCC)S(=O)(=O)c1ccc(C(=O)Nc2ccc3sccc3c2)cc1	-5	0.0	-15	1.0
CC1Oc2ccccc2N(CC(=O)NC2CCCC2)C1=O (centres undefined)	7	0.1	5	-0.3
CCOC(=O)C1=C(C)NC(=O)CC1c1ccc(Cl)cc1Cl (centres undefined)	-7	-0.2	6	0.9
Cc1c(-c2ccc(/C=C3\Sc4ccccc4C3=O)o2)ccc([N+](=O)[O-])c1C	17	0.3	-19	3.6
COc1ccccc1-c1nnc(-c2cc3cc(Br)ccc3oc2=O)o1	4	0.1	4	-0.1
O=C(CC1C(=O)N(c2ccccc2)C(=O)N1Cc1ccc(F)cc1)Nc1ccc(F)cc1 (centres undefined)	-3	-0.1	8	-1.0
CCCNc1nc(Nc2cccnc2)nc(OC)n1	2	0.0	4	1.8
Cc1[nH]c(=O)[nH]c(=O)c1NC(=O)CSc1nc2sc3c(c2c(=O)[nH]1)CCCC3	1	-0.1	1	3.9
C=CCSc1nnc2c(n1)OC(c1cc(Br)ccc1OC)Nc1ccccc1-2 (centres undefined)	11	0.1	-10	-0.3
COc1ccccc1C1C(C#N)=C(SCc2ccccc2)NC(=O)C1C#N (centres undefined)	0	0.1	-5	3.5
Cc1ccc(S(=O)(=O)N2c3cccc4cccc(c34)S2(=O)=O)cc1C	4	0.0	-3	0.4
O=c1cc(O)nc(/N=C/c2ccc3c(c2)OCO3)[nH]1	11	0.1	-1	-0.4
c1cnc2c(-c3cnc4c(N5CCOCC5)nccn34)cccc2c1	14	-0.7	-27	0.8
COc1ccc(C(C)C)cc1-c1cnn2ccc(NCc3ccncc3)nc12	-3	1.0	-10	-1.2
O=C(Cn1cnc2c(cnn2-c2ccc(F)cc2)c1=O)Nc1ccccc1	4	0.0	7	0.2
O=C(Cc1cccc2ccccc12)Nc1ccc(Cl)c(C(=O)O)c1	-5	-0.3	4	0.0
CC[C@@H](Cn1nnc2ccccc2c1=O)NC(=O)Cc1ccc(F)cc1	7	0.7	19	0.4
CCOC(=O)N1CCN(c2ccc(Br)cn2)CC1	-22	0.2	-9	-0.6
CCOC(=O)C1C(=O)C=C(c2cccc(NS(C)(=O)=O)c2)CC1c1cccs1 (centres undefined)	-5	0.5	12	-1.1
CSc1ccc(NC(=O)N2CCCC(N3CCN(c4ccccc4)CC3)C2)cc1 (centres undefined)	6	0.5	4	-0.6
CCOC(=O)c1c(NC(=O)CSc2nnc(CNC(=O)c3cccs3)n2C2CCCCC2)sc2c1CCC2	2	-0.1	-2	-0.1
CCOC(=O)C1CCCCN1C(=O)CCc1nnc(CCc2ccc(OC)cc2)o1 (centres undefined)	2	0.0	-70	-3.5
COc1cc(NC(=O)c2cccc(-c3c(C)nn(C)c3C)n2)cc(OC)c1OC	5	-0.1	10	1.0
Cc1nc2c(c(=O)[nH]1)CCN(Cc1ccc(F)cc1)C2	5	-0.1	9	-0.4
CC(C)(C)C1CCc2c(sc(NC(=O)c3ccccc3)c2C(=O)N2CCOCC2)C1 (centres undefined)	-12	-0.2	3	2.6
CC(=O)c1cccc(S(=O)(=O)NCCc2ccc(S(N)(=O)=O)cc2)c1	18	0.4	-9	0.8
O=S(CCSc1nc2ccccc2s1)Cc1ccccc1 (centres undefined)	18	0.1	-5	0.5
CCOCCSc1nnc(-c2cn(C)nc2OC)n1C	-3	0.0	1	0.0
CC1(NC(=O)Cc2ccc(Cl)c(Cl)c2)CCS(=O)(=O)C1 (centres undefined)	-10	-0.2	2	0.7
COc1ccc(C(=O)Nc2ccc(C(N)=O)cc2)c(OC)c1	5	0.0	-18	-4.4
O=C(CCN1C(=O)c2ccccc2S1(=O)=O)Nc1ccc(C(=O)O)cc1	-18	0.1	-4	7.6*
Cc1ccc(N2NC(=O)/C(=C/c3ccc(-c4cccc([N+](=O)[O-])c4)o3)C2=O)cc1	1	0.2	6	-0.3
O=C1NC(=S)N/C1=C/c1c(F)cccc1Cl	10	0.2	5	-0.4
Cc1cc(NCCN2CCOCC2)nc(Nc2ccc(-n3ccnc3)cc2)n1	25	0.3	-3	-1.5
COc1ccc(-n2cc(C(=O)NCCCN3C(C)CCCC3C)c3ccccc3c2=O)cc1 (centres undefined)	7	-0.2	2	-1.6
COc1cccc(C(=O)NCCCc2ccc(N(C)C)cc2)c1OC	2	-0.2	-18	5.3*
CC(=O)Oc1ccc(-c2nc3ccccc3c(=O)o2)cc1	-3	-0.2	8	-4.7
NS(=O)(=O)c1ccc(CCNC(=O)CSc2nc3ccc(N4CCCCC4)cc3c(=O)n2Cc2ccccc2)cc1	5	0.3	11	-0.5
O=[N+]([O-])c1ccc(N2CCCC(C(F)(F)F)C2)c([N+](=O)[O-])c1 (centres undefined)	12	-0.8	2	0.8
O=C(COC(=O)c1cc(-c2ccccc2)nc2ccc(I)cc12)c1ccc(Br)cc1	0	0.1	2	4.0
CCOc1ccc(CNCc2ccc(F)cc2)cc1	5	-0.3	-11	0.5
CC(C)n1cnc2c(NCc3nc4ccccc4[nH]3)nc(Nc3ccncc3)nc21	-1	-0.2	90*	0.2
O=C(CCN1C(=O)c2ccccc2C1=O)N(CCO)Cc1ccccc1	8	0.0	-4	1.2
COc1ccc(-c2nc(SCc3ccccc3C#N)[nH]c(=O)c2C#N)cc1	5	0.2	9	3.2
CC1SCC(=O)N(CC(=O)NC2CCCCC2)C1=O (centres undefined)	9	0.6	2	-1.7
CCNC(=O)[C@@H]1C[C@@H](NCc2ccc(C(F)(F)F)cc2)CN1C1Cc2ccccc2C1	-9	-0.1	11	-1.2
Cc1c(C#N)c(O)n(CCCO)c(=O)c1N=Nc1c(C)n(C)n(-c2ccccc2)c1=O	84*	-0.7	15	1.1
O=C(Nc1ccc(-c2ccco2)cc1)C1CCCN(C(=O)c2noc3c2CCCC3)C1 (centres undefined)	1	0.0	15	-0.6
CCCCC(c1nnnn1CC1CCCO1)N1CCN(CC)CC1 (centres undefined)	5	0.1	-10	-0.6
Cn1c(=O)c2c(nc(-n3ccnc3)n2Cc2ccccc2Br)n(C)c1=O	31	0.4	5	-0.2
Cc1ccccc1NC(=O)C(C)Sc1nnc(-c2cccs2)n1C (centres undefined)	-1	0.0	-3	1.7
C(=N\Nc1nc(-c2cccnc2)cs1)/c1cccnc1	2	0.1	-14	-0.3
